FLuc modulator: counter-screen for miR-21 project: firefly luciferase inhibitors or activators; purified FLuc, Km substrates, luminescence inhibition; Potency, µM (top dose mostly 57.5 µM), without a hit: top-dose activity change, negative = inhibition, actives largely listed as inhibitors; hit rate 6.9% among 360,000; AID 588342;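 note: potency is the fitted concentration of half-maximal effect; plate controls were vehicle for no effect and reference inhibitor for full effect; nearly all actives have a fitted effect of over 55% in size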
Target sequence (P08659 whole entry, looked up): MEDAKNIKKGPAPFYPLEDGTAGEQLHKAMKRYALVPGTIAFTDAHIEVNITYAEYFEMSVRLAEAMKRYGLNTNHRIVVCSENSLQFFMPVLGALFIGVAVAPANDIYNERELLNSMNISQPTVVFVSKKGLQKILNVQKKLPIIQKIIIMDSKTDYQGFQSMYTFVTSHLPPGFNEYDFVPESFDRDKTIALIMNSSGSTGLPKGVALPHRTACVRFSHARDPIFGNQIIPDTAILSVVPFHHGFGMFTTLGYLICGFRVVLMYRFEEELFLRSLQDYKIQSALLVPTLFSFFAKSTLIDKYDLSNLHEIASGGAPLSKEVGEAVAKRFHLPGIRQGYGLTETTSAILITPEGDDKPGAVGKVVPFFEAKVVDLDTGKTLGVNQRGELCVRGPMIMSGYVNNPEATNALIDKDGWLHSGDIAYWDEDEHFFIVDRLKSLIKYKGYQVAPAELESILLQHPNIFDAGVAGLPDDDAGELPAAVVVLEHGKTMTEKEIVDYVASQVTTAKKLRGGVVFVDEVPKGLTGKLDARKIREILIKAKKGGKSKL
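Purified P. pyralis luciferase, 10 nM final, with Km-level 10 uM D-luciferin and 10 uM ATP in 50 mM Tris acetate pH 7.5, 10 mM Mg acetate, 0.01% Tween-20, 0.05% BSA; 6-point qHTS titration about 60 µM downward; luminescence read.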
Tb PFK inh: blocks T. brucei phosphofructokinase; T. brucei PFK, ADP-Glo luminescence; Potency, µM (titrated, usually from 57.5 µM), for inactives: at the highest dose activity, negative = inhibition, hits mostly inhibitors; hit rate 0.17% among 330,000; AID 485367;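 note: potency is the fitted concentration of half-maximal effect; 0% = uninhibited 1x PFK enzyme wells and -100% = no-enzyme wells; nearly all actives have a fitted effect of over 60% in size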
Target sequence (O15648 whole entry, looked up): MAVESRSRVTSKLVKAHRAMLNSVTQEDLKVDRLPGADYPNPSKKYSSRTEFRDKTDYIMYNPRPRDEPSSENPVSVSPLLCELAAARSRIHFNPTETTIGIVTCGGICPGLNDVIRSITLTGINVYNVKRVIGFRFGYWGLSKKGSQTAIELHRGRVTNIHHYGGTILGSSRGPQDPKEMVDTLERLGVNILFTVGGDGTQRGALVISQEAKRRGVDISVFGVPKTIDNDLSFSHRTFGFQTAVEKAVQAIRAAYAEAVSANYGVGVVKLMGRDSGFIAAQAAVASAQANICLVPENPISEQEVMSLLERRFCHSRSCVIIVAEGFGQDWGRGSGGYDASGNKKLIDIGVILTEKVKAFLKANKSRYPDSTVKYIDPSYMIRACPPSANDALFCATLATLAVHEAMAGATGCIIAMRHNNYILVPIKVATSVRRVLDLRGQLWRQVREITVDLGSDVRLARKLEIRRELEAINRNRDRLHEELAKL
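Luminescent ADP detection (ADP-Glo, two-step: ATP depletion then ADP-to-ATP conversion for luciferase) reported PFK activity after 45 min room-temperature reaction of 1.25 nM enzyme with 0.5 mM F6P and 0.1 mM ATP at pH 8.0.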
ELG1 genotoxic: genotoxicity induction in ELG1-luciferase HEK293T cells; HEK293T ELG1-luciferase reporter, luminescence, 16 h; Potency, µM (titrated, usually from 46 µM), for the others: at the highest dose activity change, positive = activation, hits mostly activators; hit rate 1.3% among 330,000; note: potency is the fitted concentration of half-maximal effect; % of control where 0% means no effect; nearly all actives have a fitted effect of over 60% in size
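Genotoxic stress is detected as increased luminescence from luciferase-tagged ELG1 in HEK293T cells, measured with ONE-Glo after a 16 hr treatment at 37 °C.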
KCNH2 3.1 inh: KCNH2 3.1 (human) potassium channel inhibition; hit rate 0.95% among 340,000; AID 720553; activity change, % (tested at about 1.8 µM); U2OS KCNH2 3.1, thallium flux FluxOr; active compounds read low;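 active = maximum activity change below -70%; inconclusive = maximum activity change from -70% to -50%; inactive = maximum activity change above -50%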;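 note: thallium influx rate constant from kinetic fluorescence after stimulation buffer; % is set by controls: 0 for no effect and ±100 for the full control effect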
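Normalized rate constant (relative to positive and negative DMSO controls) derived from a 2 min kinetic fluorescence read after stimulation; U2OS cells expressing the 3.1 isoform via virus at 1.77 x 10^8 /mL.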
NPC1 prom act: activates the NPC1 promoter | Huh7 NPC1 promoter luciferase reporter, 24 h | Potency, µM (series often up to 9.22 µM), inactives show top-dose activation, usual class: activators | hit rate 2.4% among 320,000;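 note: potency is the fitted concentration of half-maximal effect; % of control where 0% means no effect; nearly all actives have a fitted effect of over 60% in size; reporter is driven by a mutant NPC1 promoter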
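In 1536-well qHTS, Huh7 cells harboring an NPC1 promoter–luciferase construct received compound for 24 h; activation was quantified by luminescence following luciferase reagent addition.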
Rab9 prom act: activates the Rab9 promoter | Huh7 Rab9 promoter-luciferase reporter, luminescence, 24 h | Potency, µM (highest dose often 9.22 µM), inactives show at the top dose activation, negative = inhibition, actives largely listed as activators | hit rate 2.8% among 320,000 | AID 485297; note: potency is the fitted concentration of half-maximal effect; % of control where 0% means no effect; nearly all actives have a fitted effect of over 60% in size
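Cell-based reporter: Huh7 stable for Rab9 promoter-driven luciferase, plated in reduced-serum medium with 10% FBS at 1500 cells/well, compound-treated 24 h at 37 °C, luminescence read after 10 min reagent.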
FBPA coupling cs: inhibits coupling enzyme system, counter-screen for aldolase hits; coupling enzyme system counterscreen, AmpLite Red fluorescence; activity change, negative = inhibition, % at 58.2 µM, hits read low; hit rate 0.67% among 290,000; AID 2472; in the data active = activity change below about -30%; note: % is set by controls: 0 for no effect and ±100 for the full control effect
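Final compound at 57.5 uM, incubated 10 min at RT with coupling enzyme reagent (glyceraldehyde-3-phosphate), then 20 min with substrate and AmpLite Red detection. Fluorescence read at 525/598 nm; tests interference with the coupling assay, not aldolase inhibition.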
Giardia kill: Giardia lamblia killing; Giardia lamblia trophozoite viability; activity change, % at 7.66 µM, hits read low; hit rate 0.15% among 340,000; AID 540267; in the data active = activity change below about -80%; inconclusive = between about -30% and that limit;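 note: parasites exposed to compound for two days anaerobically before the ATP read; % is set by controls: 0 for no effect and ±100 for the full control effect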
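Giardia lamblia trophozoites (100 cells/well) were incubated with compounds for 48 h at 37 deg C under anaerobic conditions. Viability was read as ATP content by one-step luminescence after 15-30 min at room temperature.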
uPA generation: inhibitors of cell surface uPA generation | cell surface uPA generation assay, qHTS | Potency, µM (titrated, usually from 38.3 µM), for inactives: at the top dose activity change, negative = inhibition, actives largely listed as inhibitors | hit rate 0.31% among 330,000; active = well fitted inhibition curve with a large enough effect; inconclusive = small, poorly fitted or top-dose-only effect; inactive = no such curve, though single readings can be large or run the other way; tested in mouse RAW 264.7 cells; note: potency is the fitted concentration of half-maximal effect; % is set by controls: 0 for no effect and ±100 for the full control effect; nearly all actives have a fitted effect of over 55% in size
RORg inh: blocks mouse ROR gamma transcriptional activity. Drosophila S2 Gal4-RORgamma UAS-luciferase reporter, 20 h. AID 2551. P51450. Potency, µM (doses to about 53.6 µM), inactives show at the top dose activity change, negative = inhibition, most hits filed as inhibitors. hit rate 5.4% among 310,000; note: potency is the fitted concentration of half-maximal effect; % is set by controls: 0 for no effect and ±100 for the full control effect; nearly all actives have a fitted effect of over 60% in size
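Schneider cells (Drosophila), stable Gal4 DBD–ROR gamma + UAS-luc; 1 hr cmpd preincubation; Cu2+ induction 700 uM final; 20 hr ambient; luminescence.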
Gal4-VP16 FLuc: inhibits Gal4-VP16 luciferase reporter, ROR gamma counter-screen | AID 2546 | Drosophila S2 Gal4-VP16 UAS-luciferase, luminescence, 20 h | Potency, µM (top dose mostly 53.6 µM), for the others: top-dose activity, negative = inhibition, usual class: inhibitors | hit rate 3.5% among 310,000;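 note: Gal4-VP16 expression switched on by copper sulfate through the metallothionein promoter; potency is the fitted concentration of half-maximal effect; % is set by controls: 0 for no effect and ±100 for the full control effect; nearly all actives have a fitted effect of over 50% in size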
* hit, by the source's call; ? = inconclusive; . = not tested or not shown; & = joins results of further samples; [ ] = dose if it differs, or a comment. Unless noted, calls come from the whole dose curve; as a rule, active = well fitted curve in the direction sought with a large enough effect; inconclusive = small, poorly fitted or top-dose-only effect, or another doubt; inactive = no such curve, though single readings can be large; an effect the other way counts as inactive or inconclusive.

Molecule,FLuc modulator,Tb PFK inh,ELG1 genotoxic,KCNH2 3.1 inh,NPC1 prom act,Rab9 prom act,FBPA coupling cs,Giardia kill,uPA generation,RORg inh,Gal4-VP16 FLuc
COc1cc(CCC(=O)N2CCN(S(=O)(=O)c3ccc(C)c(C)c3)CC2)cc(OC)c1OC,2%,0%,-5%,4,2%,0%,3,1,.,23%,-1%[0.365 µM]
CN(C)c1ccc(NC(=O)CSc2nc3ccccc3c(=O)n2CC2CCCO2)cc1 (stereo not given),8%,-1%,-6%,-11,2%,-3%,-1,-4,1%,?,-3%
O=C(OC(C(=O)NC1CCCC1)c1ccccn1)c1cccs1 (stereo not given),2%,-2%,-1%,5,-2%,5%,2,13,1%,39%,-5%
NC(=O)c1cc2ccccc2o/c1=N/NC(=O)c1cccc(F)c1,-7%,8%,-12%,-9,19%,13%,0,-6,1%,0%,-20%
O=C1CN(C(=S)NC(=O)c2ccccc2[N+](=O)[O-])CCN1,0%,-3%,4%,3,-1%,0%,1,2,13%,-18%,-4%
NC(=O)C1CCN(c2nc(-c3ccc4ccccc4c3)cs2)CC1,12µM*,-3%&-6%,6%,.,2µM*,?,.,15,6%,.,.
S=c1[nH]nc(Nc2cccc3ccccc23)s1,?,?,2%,4,-2%,1%,5,-7,2%,-35%,-6%
O=C(CCn1c(=O)[nH]c2ccsc2c1=O)NCc1ccc(F)cc1,-1%,-4%,1%,3,12%,14%,4,-24,17%,-25%,-1%
O=C(Nc1cccc(Cl)c1Cl)c1ccccc1NC(=O)C1CC=CCC1C(=O)O (stereo not given),4%,-13%,0%,0,-2%,0%,.,-19,1%,25%,0%
C=C1[C@@H](C)C2[C@H](Cc3ccccc3)NC(=O)[C@]23OC(=O)CC[C@H](O)CCC[C@H](C)C/C=C/[C@H]3[C@@H]1O (stereo not given in full),-1%,-1%,0%,.,-32%[inhibitor],-10%,2,.,.,16%,-7%
COc1ccc(N(C)S(=O)(=O)c2cccc3cccnc23)c(OC)c1,4%,0%[0.46 µM],-4%,-4,-18%,1%,-3,6,.,-1%,-2%
O=C(NCCCN1CCCC1=O)NC1CCCCC1,-1%,0%,2%,-13,6%,1%,6,-22,2%,2%,2%
C[C@@H]1CN([C@H](C)CO)C(=O)c2cc(NS(=O)(=O)c3cn(C)cn3)ccc2O[C@H]1CN(C)C(=O)Nc1ccccc1,.,0%,1%,0,.,.,.,3,2%,.,.
CC(C)c1ccc(NC(=O)C2C3C=CC4(O3)C2C(=O)N(CCCN2CCOCC2)C4C(=O)NC2CCCCC2)cc1 (stereo not given),1%,-2%,1%,1,-3%,-7%,0,7,-1%,2%,3%
COc1cc2c(cc1OC)C(C)N(C(=O)c1cc3ccccc3o1)CC2 (stereo not given),2%,-2%,-12%,-12,-23%,-36%[inhibitor],1,7,.,-25%,-12%
Cc1c(NC(=O)N(C)c2ccccc2)c(=O)n(-c2ccccc2)n1C,-1%,-4%,0%,-7,1%,0%,3,-2,11%,-11%,-1%
N/C(=N\OC(=O)CCc1ccccc1)c1ccc(Br)cc1,?,-1%,14%,-6,-4%,1%,0,2,8%,22%,19%
Cn1c(=O)c2c(nc(SCCN3CCOCC3)n2Cc2ccccc2)n(C)c1=O,2%,-1%,7%,-5,-4%,1%,2,14,1%,?,-12%
O=C(NCc1ccco1)c1ccc(N2CCCC2=O)cc1,-15%,-16%,9%,-15,1%,19%,0,9,-3%,25%,-11%
CC(C)Cn1c(N)c(C(=O)COC(=O)/C=C/c2cccs2)c(=O)n(C)c1=O,1%,0%,-11%,-40,-10%,-20%,-1,11,-3%,?,?
CN(CC(=O)Nc1cccc(F)c1)C(=O)CN1C(=O)NC2(CCCCC2)C1=O,0%,-2%,6%,4,-5%,-5%,.,8,-3%,.,.
O=C(CN1CCN(C(=O)C2CCN(C(=O)/C=C/c3ccccc3)CC2)CC1)Nc1ccccc1Cl,?,-4%,0%,0,?,28%,.,37[activator],-2%,.,.
CCOc1ccc(S(=O)(=O)Nc2ccc(C(=O)N3CCCC3)cc2)cc1C(N)=O,-2%,-16%,6%,20,-8%,2%,.,-11,6%,-15%,-6%
COc1ccc(OC)c(S(=O)(=O)N(C)CC(=O)Nc2cc(Cl)ccc2OC)c1,-2%,-1%,-1%,-14,-2%,-8%,-4,10,-3%,4%,-2%
CCN(C(=O)Cn1c(Cl)nc2c1c(=O)n(C)c(=O)n2C)C1CCCCC1,.,23%,-2%,-5,.,.,.,29,-14%,.,.
O=c1c2ccccc2nc2sc3ccccc3n12,5.4µM*,-1%,?,7,4µM*,4µM*,0,-19,-5%,?,-8%
O=C(COC(=O)Cc1ccccc1[N+](=O)[O-])Nc1nnc(-c2ccccc2)o1,-5%,12%,2%,26,0%,3%,.,26,-2%,.,.
CCNC(=O)CSc1nc(-c2ccccc2)cs1,?,0%,?,3,?,?,0,3,0%,-13%,?
CC(=NCCCn1ccnc1)c1c(O)n(Cc2ccccc2)c(=O)[nH]c1=O,0%,-2%,3%,-9,1%,0%,3,-9,4%,-6%,2%
CCCN(C(=O)COC(=O)c1nc2nc(C)cc(C)n2n1)C1CCS(=O)(=O)C1 (stereo not given),-1%,0%,0%,-1,-3%,-1%,.,-9,-10%,.,.
CCc1ccc(N2CC(C(=O)OCC(=O)NNC(=O)c3ccccc3)CC2=O)cc1 (stereo not given),2%,-6%,4%,-9,0%,-2%,.,6,14%,.,.
O=C(O)CCC(CNS(=O)(=O)c1ccccc1)C(F)(F)F (stereo not given),-2%,-2%,-7%,1,-4%,7%,-3,-10,4%,-1%,-3%
O=C(CCc1ccccc1)NCC(=O)N/N=C/c1ccc(O)cc1O,-4%,0%,?,10,-9%,-16%,3,-5,?,-10%,-13%
C[C@@H]1CCC(=O)N(CC[C@H](Oc2ccccc2)c2ccccc2)CC1,5%,0%,-3%,-20,0%,-4%,-1,-13,1%,28%,-5%
COC(=O)C(Cc1ccccc1)NC(=O)C(CC(C)C)NC(=O)OC(C)(C)C (stereo not given),-1%,-1%,2%,5,-4%,0%,-1,-6,3%,13%,-8%
Cc1ccc(NC(=O)c2ccco2)c(NC(=O)COc2ccccc2)c1,1%,-6%,-8%,5,-2%,-5%,3,-2,-2%,23%,-7%
O=C(CCN1CCN(c2ccccc2)CC1)Nc1ccc(Cl)cc1,-5%,1%,-7%,-39,-10%,-3%,-4,-6,-1%,?,3%
CC(C)(C)C(=O)Nc1ccc(S(=O)(=O)Nc2nccs2)cc1,1%,9%,0%,2,1%,-4%,3,14,2%,17%,1%
COc1cccc(NC(=O)COC(=O)c2c(NC(C)=O)sc(C)c2C)c1,5%,0%,3%,1,1%,-7%,.,9,6%,.,.
N#CC1=C(N)OC2=C(C(=O)CCC2)C12CCN(C(=O)OCc1ccccc1)CC2,0%,1%,0%,-3,7%,1%,1,6,-4%,42%,4%
O=c1[nH]c2cccc(F)c2n2cccc12,4%,5%,15%,-4,-5%,-10%[1.84 µM],0,10,4%,-11%,-6%
CN(C(=O)c1ccno1)c1nnc(-c2cccnc2)s1,-15%,0%,2%,-1,-3%,0%,0,-15,-3%,8%,6%
C#CC[N+]1(CC#Cc2ccc(C#CC[N+]3(CC#C)CCOCC3)cc2)CCOCC1,-1%,22%,3%,-16,-1%,2%,1,-3,7%,-17%,-6%
O=C(CCS(=O)(=O)c1cccs1)Nc1ccc(C(=O)NCc2ccccc2)cc1,3%,-4%,-1%,29,3%,18%,1,-1,3%,1%,5%
Cc1n[nH]c(=O)c2c(NC(=O)CSc3nnnn3-c3ccc(O)cc3)oc(C)c12,-1%,4%,3%,2,4%,-1%,.,-17,-1%,.,.
COc1ccc(Cl)cc1NC(=O)C1CSC(c2ccncc2)=N1 (stereo not given),2%,-2%,-2%,-8,2%,-3%,2,1,-16%,-28%,?
CC1=NN(Cc2ccccc2)C(=O)C1,4%,1%,0%,-27,-1%,-5%,0,6,-3%,-8%,-1%
O=Cc1ccc(C(=O)O)cc1,1%,7%,-1%,3,-1%,-3%,.,9,4%,-6%,0%
Cc1ccc(CNC(=O)C2CCC(=O)N2CCc2ccccc2)cc1 (stereo not given),0%,0%,-3%,-13,2%,-4%,1,2,.,-6%,-5%
Cc1c(Cl)cccc1NC(=S)N1CCN(C(=O)c2ccco2)CC1,-3%,0%,-5%,-4,0%,12%,.,2,-17%,-18%,-12%
CSc1ncccc1C(=O)OCC(=O)NC1CC1,2%,-5%,2%,7,1%,0%,.,-1,1%,.,.

High-throughput results (PubChem)
